High-throughput results deposited in PubChem BioAssay by National Center for Advancing Translational Sciences (NCATS).
GoLoco inh red: qHTS Assay for Inhibitors of RGS12 GoLoco Motif Activity (Red Fluorophore); Gai1:RGS12 GoLoco peptide FP, rhodamine, 10 min; Potency, µM (titrated, usually from 61.6 µM), inactives show at the highest dose activity, negative = inhibition, usual class: inhibitors; hit rate 0.44% among 230,000; active = well fitted inhibition curve with a large enough effect, not every such curve was filed as active; inactive = no such curve, though single readings can be large or run the other way; also: % is scaled to controls: 0 for no effect and ±100 for the full control effect; nearly all actives have a fitted effect of over 30% in size; many of its hits are not listed in these tables
Target sequence (P63096 whole entry, looked up): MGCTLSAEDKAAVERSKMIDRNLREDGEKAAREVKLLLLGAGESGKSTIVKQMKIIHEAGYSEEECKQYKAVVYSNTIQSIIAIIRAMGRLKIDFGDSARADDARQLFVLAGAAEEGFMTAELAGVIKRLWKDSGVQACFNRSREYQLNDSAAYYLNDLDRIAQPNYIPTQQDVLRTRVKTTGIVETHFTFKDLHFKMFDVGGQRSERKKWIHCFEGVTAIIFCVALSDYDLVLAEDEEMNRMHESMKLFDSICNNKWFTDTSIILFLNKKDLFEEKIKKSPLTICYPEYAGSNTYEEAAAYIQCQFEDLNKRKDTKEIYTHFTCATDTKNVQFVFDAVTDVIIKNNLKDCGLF
HTT ATP protect: qHTS Multiplex Assay to Identify Dual Action Probes in a Cell Model of Huntington: Cytoprotection (ATP) | PC12 HTT-Q103 induced, cytoprotection, ATP luminescence, 40 h | Potency, µM (highest dose often 56.4 µM), without a hit: cytoprotection (ATP increase), hits mostly activators | hit rate 0.14% among 230,000 | AID 1471, 2008;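 also: % of control where 0% means no effect; nearly all actives have a fitted effect of over 45% in size; toxic huntingtin expression switched on by the ecdysone agonist tebufenozide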
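PC12 cells stably carrying ecdysone-inducible Htt exon 1 (Q103)–GFP were induced with 100 nM tebufenozide (final) alongside library compounds in a dose series. Cytoprotection was scored as retained ATP by ATPlite luminescence.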
GAA glycogen mod: qHTS Assay for Inhibitors and Activators of Human alpha-Glucosidase Cleavage of Glycogen. Lysosomal alpha-glucosidase (Homo sapiens), P10253. recombinant GAA, glycogen substrate, Amplex Red glucose oxidase fluorescence. Potency, µM (doses to about 76.4 µM), for the others: top-dose activity change, negative = inhibition, most hits filed as inhibitors. hit rate 0.38% among 300,000;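 also: 0% = full enzyme reaction and -100% = no-enzyme basal signal; the screen sought inhibitors and activators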
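Natural-substrate format: glycogen cleavage by 4 nM human enzyme, glucose read by Amplex Red coupling (Ex 573, Em 610 nm). Normalized to enzyme and no-enzyme controls.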
GAA inhib: qHTS Assay for Inhibitors of Human alpha-Glucosidase as a Potential Chaperone Treatment of Pompe Disease; Lysosomal alpha-glucosidase (Homo sapiens), P10253; purified human GAA, 4-MU-alpha-glucoside fluorescence; Potency, µM (highest dose often 76.9 µM), inactives show top-dose activity change, negative = inhibition, hits mostly inhibitors; hit rate 0.005% among 200,000; AID 1466, 2008;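 also: plate controls were uninhibited enzyme wells for no effect and no-enzyme background for full effect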
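Human alpha-glucosidase, 4 nM, pre-mixed with test compounds before 400 uM 4-methylumbelliferyl substrate; 20 min room temperature at pH 5.0. Fluorescence read after pH 10 stop; AC50 values from Hill-equation fits.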
IMPase Li inh: qHTS Assay for Identifying the Cell-Membrane Permeable IMPase Inhibitors: Potentiation with Lithium | CHO-M1 cells, IP1 TR-FRET (IP-One), carbachol + lithium | Potency, µM (top dose mostly 59.4 µM), inactives show top-dose activity, negative = IMPase inhibition, hits mostly inhibitors | hit rate 0.35% among 210,000;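 also: IP1 builds up when IMPase is blocked and the TR-FRET signal falls; plate controls were basal vehicle for no effect and high inhibitor control for full effect; nearly all actives have a fitted effect of over 50% in size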
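Lithium-sensitised IP1 accumulation assay; M1-expressing CHO cells treated 30 min at 37C with compound. Competitive antibody detection by time-resolved FRET followed a 10 min room-temperature lysis step.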
aGlu spleen mod: qHTS Assay for Inhibitors and Activators of Human alpha-Glucosidase From Spleen Homogenate. human spleen homogenate, 4-MU-alpha-glucoside fluorescence. Potency, µM (highest dose often 79.9 µM), without a hit: top-dose activity change, negative = inhibition, actives largely listed as inhibitors. hit rate 0.006% among 240,000;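 also: 0% = enzyme with vehicle and -100% = no enzyme basal signal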
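Human spleen homogenate (1 ug) incubated with compounds and 1 mM 4-methylumbelliferyl-alpha-D-glucopyranoside in pH 5.0 citrate/phosphate buffer, 37 C, 40 min. Stopped at pH 10; 4-MU fluorescence (Ex 365/Em 440 nm); AC50 by Hill fit.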
HttQ103 aggreg: qHTS Multiplex Assay to Identify Dual Action Probes in a Cell Model of Huntington: Aggregate Formation (GFP) | hit rate 1.1% among 220,000 | Potency, µM (top dose mostly 46.1 µM), for the others: top-dose activity change, negative = inhibition, usual class: inhibitors | PC12 HttQ103-GFP aggregates, Acumen cytometry, 40 h; also: % is scaled to controls: 0 for no effect and ±100 for the full control effect; nearly all actives have a fitted effect of over 60% in size
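Inducible Q103 Huntingtin exon 1–GFP PC12 line, 1500 cells/well in phenol red free DMEM with 5% equine and 5% calf serum. Tebufenozide 100 nM induced expression; compounds titrated; aggregates quantified by cytometry.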
* = called active by the depositor; ? = inconclusive; · = no result given; [ ] = remark or other dose. Unless noted, calls follow the shape of the dose curve; as a rule, active = well fitted curve in the direction sought with a large enough effect; inconclusive = small, poorly fitted or top-dose-only effect, or another doubt; inactive = no such curve, though single readings can be large; an effect the other way counts as inactive or inconclusive. Potency is read from the fitted curve at half-maximal effect. Not all compounds are listed, so the mix of outcomes need not match the whole.

SMILES | GoLoco inh red | HTT ATP protect | GAA glycogen mod | GAA inhib | IMPase Li inh | aGlu spleen mod | HttQ103 aggreg
CCn1c(O)c(C(C#N)=C2N=c3ccccc3=N2)c2ccccc21 | 0% | -13% | 7% | 2% | 21%[38.3 µM] | -1% | 21%
CCOC(=O)NN1C(=O)c2ccccc2NC1c1ccccc1 (stereo not drawn) | 7% | -9%[10 µM] | 15% | ? | -2% | -1% | -5%
BrC(c1cccc2ccccc12)c1cccc2ccccc12 | -3%[14.2 µM] | -7%[10 µM] | · | · | 20% | · | ·
COc1ccc(N2CCn3c2nc2c3c(=O)n(CCCc3ccccc3)c(=O)n2C)c(OC)c1 | -7% | -66%[inhibitor][0.074 µM] | -5% | -9% | 25%[38.3 µM] | -16% | 11µM*
CCCCn1nc2cc(C(=O)NC3CCCc4ccccc43)ccc2c1OCC (stereo not drawn) | -2% | -19% | 0% | 6% | -8%[38.3 µM] | -8% | -14%
CN(C)c1ccc(CNC2C3CC4CC(C3)CC2C4)cc1 (stereo not drawn) | -7% | -5% | -19% | -3% | 12%[38.3 µM] | -5% | -2%
O=C(O)c1ccc(S(=O)(=O)c2ccc3c(c2)C(=O)N(NC(=O)c2ccncc2)C3=O)cc1 | 6% | 3%[10 µM] | -9% | · | · | 1% | -10%[9.22 µM]
CC1(C)CC(=O)C2=C(C1)N=C1SCCC(=O)N1C2c1ccccc1 (stereo not drawn) | -7% | -23%[10 µM] | 7% | -13% | -6%[38.3 µM] | -6% | 19%
Cc1cccc(C(=O)NC(=S)Nc2ccc(S(=O)(=O)N3CCCCC3)cc2)c1 | 2% | -33% | -11% | -3% | 21%[38.3 µM] | -2% | ?
CCOC(=O)C1=C(CN2CCSCC2)NC(=O)NC1c1cc(C)ccc1C (stereo not drawn) | 7% | 0%[0.074 µM] | -3% | -9% | 6%[38.3 µM] | -18% | 0%
CC(=O)Nc1ccc(NC=C(C#N)C#N)cc1 | 4% | 6%[10 µM] | 3% | · | · | 5% | 14%[9.22 µM]
CCCN1C(=O)/C(=N\OCC(=O)Nc2ccc(C(C)C)cc2)c2ccccc21 | 5% | 30%[10 µM] | -2% | -7% | 2% | -6% | -10%
CN(C(=O)Nc1ccc(Cl)c(Cl)c1)c1ccccc1C(=O)O | 3% | · | 6% | ? | -5% | ? | -15%
Cc1nc(NC(=O)COC(=O)c2cc3c(s2)CCC(C)C3)c(Cl)cc1Cl (stereo not drawn) | 67%[activator] | 5%[1.9 µM] | 12% | -1% | 1% | -13% | -14%
CCOC(=O)c1ccc(S(=O)(=O)Nc2ccc3cn[nH]c3c2)cc1 | 3% | -48%[inhibitor] | -10% | -7% | -2%[38.3 µM] | 2% | -16%
COc1ccc(C(C)C)cc1S(=O)(=O)n1cnc(C)c1 | -11% | -7% | -8% | -14% | 22%[38.3 µM] | 0% | 3%
COC(=O)C(C)c1ccc(C(=O)c2cccs2)cc1 (stereo not drawn) | -1% | -2% | · | · | 23% | -1% | ·
Cc1ccc(S(=O)(=O)N(C)C)cc1NC(=O)c1n[nH]c(=O)c2ccccc12 | 6% | 5%[10 µM] | -3% | · | · | -3% | -23%[9.22 µM]
COc1ccc([N+](=O)[O-])cc1NC(=O)Nc1cccc(Cl)c1 | 12% | · | -2% | -14% | 4% | 5% | -16%
O=C1N=C(N2CCOCC2)S/C1=C\c1ccc(-c2ccccc2Cl)o1 | 11% | 9%[10 µM] | -2% | 10% | 12% | -29% | ?
COC(=O)c1ccc(N2C(=O)CC(SCC(=O)Nc3ccc(OC)cc3)C2=O)cc1 (stereo not drawn) | 14% | -5%[10 µM] | -4% | · | · | 4% | -30%[9.22 µM]
O=C1CC(N2CCOCC2)C(=O)N1c1cc(Cl)cc(Cl)c1 (stereo not drawn) | 69%[activator] | -12% | 23% | -2% | -24%[38.3 µM] | 9% | -7%
CC1CC(C)CN(c2ncc3c(n2)CC(c2ccc(Cl)cc2)CC3=O)C1 (stereo not drawn) | -3% | 2% | ? | -5% | 7%[38.3 µM] | -8% | -6%
COc1ccc(-n2cc(CNCCc3cscn3)c(-c3ccccc3Cl)n2)cc1 | 6% | 21%[10 µM] | 11% | 11% | 14% | -1% | 40%[9.22 µM]

3 of these compounds in a different format.
smiles	GoLoco inh red	HTT ATP protect	GAA glycogen mod	GAA inhib	IMPase Li inh	aGlu spleen mod	HttQ103 aggreg
COc1ccc(C(C)C)cc1S(=O)(=O)n1cnc(C)c1	-11%	-7%	-8%	-14%	22%[38.3 µM]	0%	3%
COC(=O)C(C)c1ccc(C(=O)c2cccs2)cc1 (stereo not drawn)	-1%	-2%	·	·	23%	-1%	·
Cc1ccc(S(=O)(=O)N(C)C)cc1NC(=O)c1n[nH]c(=O)c2ccccc12	6%	5%[10 µM]	-3%	·	·	-3%	-23%[9.22 µM]

The list continues.
SMILES | GoLoco inh red | HTT ATP protect | GAA glycogen mod | GAA inhib | IMPase Li inh | aGlu spleen mod | HttQ103 aggreg
O=C(Nc1nnc(-c2ccc(Cl)cc2)o1)c1ccccc1Br | 2% | -22% | -4% | -4% | -8%[38.3 µM] | -6% | ?
CC(C)N1CCC(N2CCN(Cc3cccc4nonc34)CC2CCO)CC1 (stereo not drawn) | 10% | 21%[10 µM] | 20% | ? | 9% | -4% | 4%[9.22 µM]
COc1cccc(CNC(=O)CCn2c(=O)oc3ccccc32)c1 | 2% | 12%[10 µM] | 5% | 6% | -8%[38.3 µM] | -10% | 1%
CCOC(=O)c1c(-c2ccccc2Cl)csc1NC(=O)c1cc(S(=O)(=O)N2CCOCC2)ccc1C | 6% | 11%[10 µM] | 4% | 2% | 3% | 2% | -2%
CN(C)C(=O)c1ccc(-c2nc(Nc3ccncc3)c3ccccc3n2)cc1 | 5% | -48%[inhibitor] | · | · | 21% | -6% | ·
Cc1ccccc1Nc1nnc(SCC(=O)c2cc3ccccc3o2)s1 | 34%[activator] | 19%[10 µM] | ? | -6% | 5% | -3% | 7%
CCOC(=O)c1ccc(NC(=S)NCCCN2CCCC2=O)cc1 | 16% | 1%[10 µM] | 5% | 10% | 20% | -2% | -6%[9.22 µM]
O=C(CCCN1C(=O)c2cccnc2C1=O)N1CC(=O)N(CCc2ccccc2)C(=O)C1 | -5% | 8% | 2% | -6% | -7%[38.3 µM] | -4% | 11%
COC(=O)/C(=C/c1ccco1)NC(=O)c1ccc(Br)o1 | 11% | · | ? | 3% | 1% | 0% | 18%
COCCn1c(=O)c(-c2cccs2)nc2cnc(N3CCN(C)CC3)nc21 | -4% | -36%[inhibitor] | · | · | 4% | -2% | ·
COc1cccc(NC(=O)Nc2cc(NC(=O)Nc3cccc(OC)c3)c(C)nc2C)c1 | -4% | 14%[10 µM] | 13% | -4% | -3% | -11% | -4%
CC(C)CNC(=O)CSc1nc2nn(-c3ccccc3)c(=O)c-2c2n1CCCCC2 | 0% | -10%[10 µM] | 6% | -1% | 16% | -3% | 16%
CCOc1ccc(Nc2cc(C)nc(-n3nc(C)cc3C)n2)cc1 | 2% | -135%[inhibitor][0.074 µM] | -4% | -1% | 3%[38.3 µM] | -3% | -3%
c1cncc(-c2nc(NCc3ccco3)c3ccccc3n2)c1 | -3% | -1%[0.074 µM] | -7% | ? | 28%[38.3 µM] | -1% | 2%
COc1ccc([C@H]2C=C3CN(C(=O)OC(C)(C)C)S(=O)(=O)[C@H]3C[C@H]2OC(=O)c2cccs2)cc1 | 4% | 13%[10 µM] | -2% | · | · | -1% | 4%[9.22 µM]
Cc1ccc(C(=O)Nc2ccc3[nH]c(=O)[nH]c3c2)c(C)c1 | -3% | -67%[inhibitor] | 3% | 8% | 3% | -10% | 8%
CC1(C)CC(=O)C=C(Nc2ccc(S(N)(=O)=O)cc2)C1 | 2% | 10% | -3% | -5% | 20%[38.3 µM] | -1% | 1%
CCN(CC)S(=O)(=O)c1ccc(Cl)c(C(=O)Nc2cc(C)nn2-c2ccccc2)c1 | 0% | 37%[0.074 µM] | 0% | 2% | 3% | -9% | 2%
O=C(Nc1ccccc1-c1ccccc1)C1CCCC1 | 7% | -22% | 4% | -1% | 2% | -1% | 10%
CC1(C)Oc2nc3ccccc3n2/C1=C\C#N | -10% | -10%[10 µM] | 7% | 9% | 1% | 7% | -13%
O=C1C2C3C=CC(C3)C2C(=O)N1CCN1CCN(S(=O)(=O)/C=C/c2ccccc2)CC1 (stereo not drawn) | -13% | · | -5% | 1% | 1% | -2% | ·
C[C@@]1(C(NC(=O)c2cccs2)c2ccc(-c3ccccc3)cc2)C[C@H]1C1CCCCC1 (stereo partly drawn) | 3% | -144%[inhibitor] | · | · | -1% | -11% | ·
CCNC(=S)N1CCC(NC(=O)c2ccco2)CC1 | 15% | 16%[10 µM] | 5% | 2% | 3% | 0% | 6%[9.22 µM]
C[C@@H]1O[C@@H](OC[C@H]2O[C@@H](Oc3c(-c4cccc(O)c4O)oc4cc(O)cc(O)c4c3=O)[C@H](O)[C@@H](O)[C@@H]2O)[C@H](O)[C@H](O)[C@H]1O | 8% | 23%[1.9 µM] | · | · | 53%[activator] | -20% | ·
Cn1c(=O)n(C)c2cc(S(=O)(=O)Nc3cc(Cl)ccc3O)ccc21 | 74%[activator] | 15%[10 µM] | 14% | 13% | 14% | 2% | 5%[9.22 µM]
Cc1ccc(-c2nnc3ccc(SCC(=O)NCc4ccco4)nn23)cc1 | 8% | -4%[10 µM] | 3% | -1% | 17%[38.3 µM] | -9% | -5%
CCOC(=O)Cc1nc(-c2ccccc2)n[nH]1 | 0% | -12%[10 µM] | 1% | 6% | -2% | 2% | 4%
O=c1c2ccccc2nc2n1C(CSc1ccccc1)CS2 (stereo not drawn) | 5% | 1% | 22% | 6% | 0% | -10% | 5%
CCOC(=O)CSc1nc(-c2ccc3c(c2)OCO3)ccc1C#N | 9% | -65%[inhibitor] | -6% | 5% | -17%[38.3 µM] | ? | 15%
CCCOc1ccc(/C(O)=C2/C(=O)C(=O)N(CCN(C)C)C2c2ccc(OC)c(OC)c2)cc1 (stereo not drawn) | 19% | -1% | 13% | 0% | 11%[38.3 µM] | 3% | 2%
CN(CC(=O)O)Cc1oc(CO)cc(=O)c1O | 7%[14.2 µM] | -7%[10 µM] | · | · | 3% | · | ·
